RXFP1 agonist: agonists of human relaxin receptor RXFP1; Potency, µM (highest dose often 57.5 µM), for the others: at the top dose activation, usual class: activators; HEK293T-RXFP1 cAMP TR-FRET, 30 min; response scale: percent of porcine relaxin response, buffer zero; actives 0.3% (n = 370,000); Q9HBX9; AID 2676; note: potency is the fitted concentration of half-maximal effect; % is set by controls: 0 for no effect and ±100 for the full control effect; nearly all actives have a fitted effect of over 60% in size; many of its hits are not listed in these tables
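HEK293T cells stably expressing RXFP1 were pretreated with the PDE4 inhibitor Ro 20174, exposed to compounds for 30 min at 37C, lysed, and cAMP was read by TR-FRET. Data normalized to buffer (basal) and 29 nM porcine relaxin (100%).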
mIDH1 inhibitor: inhibitors of human mutant IDH1 R132H | actives 0.093% (n = 390,000) | Potency, µM (highest dose often 76.6 µM), for inactives: at the highest dose activity change, negative = inhibition, usual class: inhibitors | AID 602179 | IDH1-R132H enzyme, NADPH consumption, diaphorase/resazurin fluorescence; note: potency is the fitted concentration of half-maximal effect; % is set by controls: 0 for no effect and ±100 for the full control effect; nearly all actives have a fitted effect of over 65% in size
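IDH1-R132H (0.5 ug/mL) preincubated 30 min with compound, then NADPH (0.016 mM) and alpha-KG (2 mM) added; 80 min at RT, pH 7.5. Remaining NADPH coupled via diaphorase/resazurin to fluorescence (540/590 nm); concentration-response curves normalized to no-enzyme control.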
LDHA inh: inhibitors of human lactate dehydrogenase A. purified LDHA, NADH/diaphorase-resazurin fluorescence; stronger effect = lower value. actives 0.15% (n = 480,000). activity change, % (values are at about 110 or 230 µM); in the data active = activity change below about -30%; inconclusive = mostly about -25% to -30%;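 note: plate controls were DMSO wells for no effect and wells without enzyme for full effect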
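Resorufin fluorescence (ex540/em590), read at 0 and 20 min after diaphorase/resazurin addition, reports the NADH left after a 5 min room-temperature reaction of 2 nM human LDH5 with 0.06 mM NADH and 0.2 mM pyruvate.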
Vif-APOBEC3F blk: blocks the Vif interaction with APOBEC3F; HeLa A3F-eYFP + Vif (tagged APOBEC3F with the HIV-1 protein that degrades it), YFP fluorescence increase; Potency, µM (highest dose often 46.1 µM), inactives show at the highest dose activity, negative = active; actives 0.2% (n = 390,000); AID 602313; note: potency is the fitted concentration of half-maximal effect; % of control where 0% means no effect; nearly all actives have a fitted effect of over 65% in size
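HeLa cells stably expressing Vif plus C-terminally eYFP-tagged A3F were seeded, incubated overnight at 37 deg C, dosed with compound, incubated overnight again at 37 deg C. Yellow fluorescence (Ex 488/Em 500-530) reported blocked Vif-mediated A3F-eYFP degradation.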
PI4K2A block: blocks human PI4K2A kinase activity; Q9BTU6; purified PI4K2A, ADP-Glo luminescence, 1 h; stronger effect = lower value; activity change, negative = inhibition, % at 76.9 µM; actives 0.13% (n = 420,000); AID 1346378; in the data active = activity change below about -50%; inconclusive = mostly about -30% to -49%;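 note: -100% = wells without enzyme as full effect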
Target sequence (Q9BTU6 whole entry, looked up): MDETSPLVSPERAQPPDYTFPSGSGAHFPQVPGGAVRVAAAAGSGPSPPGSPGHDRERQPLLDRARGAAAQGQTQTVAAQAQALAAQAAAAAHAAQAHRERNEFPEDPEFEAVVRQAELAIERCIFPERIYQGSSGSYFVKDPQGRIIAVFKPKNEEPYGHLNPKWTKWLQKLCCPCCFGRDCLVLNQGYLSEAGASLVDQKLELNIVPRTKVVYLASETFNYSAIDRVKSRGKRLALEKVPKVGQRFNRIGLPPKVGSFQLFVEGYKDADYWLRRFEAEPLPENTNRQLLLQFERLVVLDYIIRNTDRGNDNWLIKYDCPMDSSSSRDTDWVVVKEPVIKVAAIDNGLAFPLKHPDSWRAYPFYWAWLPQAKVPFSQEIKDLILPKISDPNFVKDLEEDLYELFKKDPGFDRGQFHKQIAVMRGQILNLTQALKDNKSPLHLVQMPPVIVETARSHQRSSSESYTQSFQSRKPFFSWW
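Compounds are screened against recombinant PI4K2A using PI as substrate and ATP, the latter dispensed at 300 microM. Reactions run one hour at ambient temperature before ADP-Glo detection; full inhibition defined by wells lacking enzyme.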
USP1 inh: blocks the human USP1/UAF1 deubiquitinase complex; actives 0.23% (n = 390,000); Potency, µM (top dose mostly 57.1 µM), inactives show top-dose activity change, negative = inhibition, actives largely listed as inhibitors; recombinant USP1/UAF1, Ub-Rhodamine cleavage fluorescence; O94782; note: potency is the fitted concentration of half-maximal effect; % is set by controls: 0 for no effect and ±100 for the full control effect; nearly all actives have a fitted effect of over 60% in size; inactives centre near -12
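1 nM enzyme complex + cpd, 15 min RT; start with Ub-Rho 150nM final; kinetic fluorescence ex 480/em 540, 6 reads q60 s. Buffer 50mM HEPES pH 7.8, 0.5mM EDTA, 0.1 mg/ml BSA, 1mM TCEP, 0.01% Tween-20.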
TrxR1 substrate: is turned over as a substrate by rat TrxR1; O89049; purified TrxR1 substrate turnover, NADPH consumption readout; Potency, µM (titrated, usually from 114 µM), inactives show at the top dose activity change, negative = substrate turnover; actives 0.01% (n = 390,000); AID 588456; note: potency is the fitted concentration of half-maximal effect; % is set by controls: 0 for no effect and ±100 for the full control effect; nearly all actives have a fitted effect of over 50% in size
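Rat TrxR1, dispensed at 90 nM, was prereduced with 400 uM NADPH (final) for 5 min at ~22 deg C, then incubated with compound 15 min before 400 uM selenite. A first-read NADPH fluorescence drop versus no-compound background flagged substrates.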
Glioma ERSR ind: induces the endoplasmic reticulum stress response in human glioma cells | U87-MG GRP78 promoter luciferase reporter, 16 h | Potency, µM, inactives show at the highest dose activation, hits mostly activators | actives 0.02% (n = 420,000) | AID 602332; note: potency is the fitted concentration of half-maximal effect; series mostly up to about 76 µM; % of control where 0% means no effect; nearly all actives have a fitted effect of over 35% in size
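ERSR induction read as luciferase luminescence (Bright-Glo, 10 min at room temperature) in stably transfected human U87-MG glioma cells exposed to compounds for 16 h, using GRP78 as sensor.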
Vif-A3G inh: inhibitors of Vif-APOBEC3G interaction; Potency, µM (top dose mostly 46.1 µM), for inactives: at the highest dose activity, negative = active, usual class: inhibitors; AID 602310; actives 0.076% (n = 410,000); HeLa A3G-eYFP + Vif (tagged APOBEC3G with the HIV-1 protein that degrades it), YFP fluorescence, overnight; Q9HC16;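 note: potency is the fitted concentration of half-maximal effect; % is set by controls: 0 for no effect and ±100 for the full control effect; nearly all actives have a fitted effect of over 60% in size; hits raise eYFP signal because A3G escapes Vif-driven loss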
Target sequence (Q9HC16 whole entry, looked up): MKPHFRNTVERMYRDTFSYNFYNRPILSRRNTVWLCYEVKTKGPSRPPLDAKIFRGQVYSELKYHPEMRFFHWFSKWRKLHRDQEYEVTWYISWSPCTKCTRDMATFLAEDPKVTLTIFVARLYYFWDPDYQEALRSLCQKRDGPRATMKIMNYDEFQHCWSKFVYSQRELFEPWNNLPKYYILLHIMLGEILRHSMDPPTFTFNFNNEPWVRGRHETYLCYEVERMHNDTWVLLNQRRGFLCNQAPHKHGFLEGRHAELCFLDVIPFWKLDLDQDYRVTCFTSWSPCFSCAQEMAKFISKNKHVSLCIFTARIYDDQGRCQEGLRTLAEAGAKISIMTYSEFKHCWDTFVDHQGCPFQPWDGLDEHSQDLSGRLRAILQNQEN
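HeLa cells stably expressing Vif and C-terminally eYFP-tagged A3G, seeded overnight at 37 deg C, then exposed to compound by pintool overnight at 37 deg C. Rise in yellow fluorescence (Ex 488/Em 500-530, Acumen) marks blocked Vif-driven A3G degradation.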
* hit, by the source's call; u = inconclusive; x = no result given; [ ] = another dose, or the depositor's remark. Unless noted, calls come from the whole dose curve; as a rule, active = well fitted curve in the direction sought with a large enough effect; inconclusive = small, poorly fitted or top-dose-only effect, or another doubt; inactive = no such curve, though single readings can be large; an effect the other way counts as inactive or inconclusive. Only part of the results is shown, so the mix of outcomes need not match the whole.

Value order: USP1 inh	Vif-APOBEC3F blk	RXFP1 agonist	Vif-A3G inh	TrxR1 substrate	Glioma ERSR ind	LDHA inh	mIDH1 inhibitor	PI4K2A block
> CCCS(=O)(=O)c1ccc(COC(=O)c2cccc(NC(=O)C(C)C)c2)cc1
    -7%	4%	0.7%	0%	-2%[57.1 µM]	-1%	-1	-2%	-8
> O=C(Cc1ccccc1F)OCC(=O)N1CCc2ccccc21
    -8%	4%	3.1%	3%	6%	4%	-5	-4%	0
> N#Cc1ccc(C(=O)CSc2nnc(-c3ccc(C(F)(F)F)cn3)s2)cc1
    -9%	-1%	18%	u	-8%	-5%	0	3%	-2
> Cc1cc(C)c(S(=O)(=O)N(C)CC(N)=O)c(C)c1
    u	2%	-0.6%	-2%	11%	-2%	-12	1%	2
> Cc1ccc([C@H]2C[C@@H](n3cc(C4CC4)nn3)[C@H](O)CN2C(=O)C2CCCCC2)cc1
    -27%	-9%	x	-2%	x	-1%	1	-6%	-2
> O=C(NCC(=O)N1CCOCC1)OCc1ccccc1
    0%	-5%	-0.6%	-5%	11%[0.0914 µM]	-5%	2	0%	-6
> CCN(CCn1cccn1)Cc1nc(-c2ccc(C(=O)OC)cc2)no1
    -23%	0%	-3.2%	0%	3%[57.1 µM]	1%	-12	4%	-1
> COc1ccc(OCC(=O)N(C)CC2COc3ccccc3O2)cc1 (stereo not drawn)
    2%	6%	x	1%	-13%	2%	-3	1%	-3
> C=CCn1c(=O)c2ccccc2n2c(SCC(=O)Nc3sc(C(=O)N(CC)CC)c(C)c3C(=O)OCC)nnc12
    -12%	-10%	0.1%	-1%	-4%	2%	4	-8%	0
> CN(C)CCCCOc1ccccc1F
    -6%	-2%	1.1%	2%	11%[57.1 µM]	-5%	-23	3%	-30
> Cc1ccccc1N1CCN(C(=O)c2ccccc2NC(=O)c2ccccc2C(=O)O)CC1
    -10%	2%	1.5%	0%	2%	-2%	-1	9%	-7
> COc1ccccc1CNC(=O)CN(C)CC(=O)Nc1ccc(F)c(F)c1F
    -24%	2%	x	-9%	1%	-3%	-3	15%	9
> CCc1cccc(NC(=O)[C@@H]2CCCN2C2=NS(=O)(=O)c3ccccc32)c1
    -9%	2%	2.4%	-10%	-2%	4%	-1	5%	1
> S=C(c1ccc(-c2ccc(Cl)c(Cl)c2)o1)N1CCOCC1
    -5%	-2%	2.4%	-5%	-7%	5%	-6	-2%	-2
> CCN(CCCNC(=O)c1cn(CC)c2ccc(S(=O)(=O)N(C)C)cc2c1=O)c1cccc(C)c1
    -19%	1%	12%	0%	-9%	-3%	-1	7%	2
> S=C(NN=C1C2CC3CC(C2)CC1C3)Nc1ccccc1
    -17%	-3%	6.6%	-1%	3%	-9%	-2	1%	2
> CN(C(=O)CSc1nc2ccccc2c(=O)n1C)C1CCS(=O)(=O)C1 (stereo not drawn)
    u	4%	x	1%	-3%	-4%	-5	0%	13
> N#C/C(=C\c1cccnc1)C(=O)Nc1cccc2ccccc12
    -11%	u	-0.8%	-11%	8%[0.0914 µM]	-1%	2	7%	8
> Fc1ccccc1/C=N/Nc1ncnc2ccccc12
    -11%	u	2.5%	-2%	-12%	-3%	2	0%	-11
> CCOC(=O)c1ccc(N2C(=O)c3[nH]nc(-c4ccc(C)cc4)c3C2c2ccc(O)c(OCC)c2)cc1 (stereo not drawn)
    -18%	-3%	1.5%	-3%	0%	-2%	-1	-12%	0
> O=C(CCC1CCCN(C(=O)Cn2cnnn2)C1)NCc1ccccc1F (stereo not drawn)
    -29%	u	3.9%	-3%	-4%	0%	-1	5%	2
> O=C(CCC(=O)c1cccs1)NC1CCCCCC1
    -17%	-1%	1.0%	-1%	6%	9%	-6	3%	-4
> Cn1nc(C(=O)OCC(=O)NC2CCS(=O)(=O)C2)c2ccccc2c1=O (stereo not drawn)
    -7%	11%	u	1%	0%[57.1 µM]	-3%	-10	-1%	3
> COc1ccc(/C=N/NC(=O)c2ccc(O)cc2)cc1CN1CCCc2ccccc21
    -17%	-12%	-0.1%	u	-7%	-3%	1	4%	-2
> CCn1cc(S(=O)(=O)NCCc2ccc(F)cc2)cn1
    -18%	4%	1.8%	-1%	5%	10%	-3	18%	3
> COc1cccc(NC(=O)[C@H](C)NC(=O)N2CCn3c2nc2ccccc23)c1
    -36%	3%	0.5%	-3%	3%	0%	1	-6%	-2
> CCOC(=O)C1=CCN(S(=O)(=O)c2ccccc2C)C1c1ccc(Br)cc1 (stereo not drawn)
    x	x	x	-3%	x	-6%	-4	x	7
> CCn1nc(C)c(NC(=O)/C=C/c2cnn(C)c2C)c1C
    -13%	-1%	7.4%	-7%	-2%	0%	-1	-1%	0
> O=S(=O)(Cc1nnnn1-c1ccccc1)c1ccc(F)cc1
    -21%	7%	2.2%	-3%	5%	-2%	0	-8%	1
> COc1ccc(CCNC(=O)c2cnc3ccc(C)cn3c2=O)cc1
    -13%	2%	13%	4%	2%	-3%	0	-3%	0

The listing continues.
Value order: USP1 inh	Vif-APOBEC3F blk	RXFP1 agonist	Vif-A3G inh	TrxR1 substrate	Glioma ERSR ind	LDHA inh	mIDH1 inhibitor	PI4K2A block
> CNC(=S)N/N=C/c1ccc(N(C)C)cc1
    -12%	u	-3.0%	3%	10%[57.1 µM]	-2%	-8	-2%	3
> Cc1ccc(CN(Cc2ccc(C)o2)C(=S)NCC(=O)O)cc1
    -12%	-2%	-1.3%	-1%	-11%	-4%	-7	-2%	3
> Cc1ccc(S(=O)(=O)N(C)c2ccc(C(=O)N(CC(C)C)C3CCS(=O)(=O)C3)cc2)cc1 (stereo not drawn)
    -20%	1%	0.3%	0%	-9%	0%	-3	7%	-1
> C[C@H](CO)N1C[C@H](C)[C@@H](CN(C)CC2CCOCC2)Oc2ncc(Br)cc2C1=O
    -15%	-1%	x	-3%	x	0%	-2	-6%	-1
> O=C(NCc1cccc(C(F)(F)F)c1)C1CCC(=O)N(C2CCCCCC2)C1 (stereo not drawn)
    -26%	-4%	1.5%	0%	5%	-2%	0	-8%	4
> CCCCNC(=O)CSc1ccc(S(=O)(=O)N2CCOCC2)cn1
    -5%	-2%	-1.1%	1%	-8%	-2%	-5	11%	5
> O=C(N/N=C/c1cccc(Oc2ccccc2)c1)c1ccccc1Br
    1%	4%	-1.2%	u	-9%	0%	1	24%	1
> CCOc1ccccc1NC(=O)c1ccc2c(O)c(S(=O)(=O)c3ccccc3)c(=O)[nH]c2c1
    -19%	-4%	x	0%	x	-2%	-9	-7%	-5
> CCOC(=O)c1cccc(NC(=O)Nc2cc(OC)ccc2OC)c1
    u	12%	-0.5%	0%	0%[57.1 µM]	-4%	-12	-1%	3
> CCOC(=O)Cn1nnc(-c2ccccc2)n1
    -4%	-10%	-1.5%	3%	2%	1%	-5	-2%	0
> O=c1[nH]c2ccsc2c(=O)n1CCO
    -7%	12%	-3.1%	2%	4%	-1%	-9	5%	6
> Cc1ccc(C(=O)NCC(=O)OC(C)C(=O)Nc2ccccc2[N+](=O)[O-])s1 (stereo not drawn)
    -19%	1%	x	-11%	1%	-2%	-1	-2%	2
> COc1ccc(CNc2nc3ccccc3s2)cc1OC
    -10%	-2%	-3.0%	0%	-5%	2%	-3	-5%	3
> O=C(O)CSc1cn(Cc2ccccc2)c2ccccc12
    u	-12%	-0.1%	1%	15%[57.1 µM]	-2%	-7	1%	1
> COc1ccc(NC(=O)CN(C)C(=O)c2ccc3[nH]c4c(c3c2)CC(C)CC4)cc1 (stereo not drawn)
    -9%	u	-1.2%	-7%	-1%[57.1 µM]	1%	-1	-4%	0
> CC(C)(CC(=O)N1CCN(c2ccc(Cl)cc2)CC1)CC1=NS(=O)(=O)c2ccccc2N1
    -4%	9%	2.3%	0%	-7%	-5%	-5	-3%	1
> COc1ccccc1-c1cc(C(=O)Nc2c(C)n(C)n(-c3ccccc3)c2=O)no1
    -6%	-10%	-0.8%	-13%	7%	-3%	-5	6%	-10
> COc1ccc(NS(=O)(=O)c2ccc(F)c(Cl)c2)cn1
    -14%	-22%	1.7%	-5%	-3%	-2%	-2	23%	-6
> Cc1nnc(Nc2ccc(C(=O)O)cc2)[nH]c1=O
    -8%	-2%	1.1%	-7%	3%[57.1 µM]	-5%	2	0%	-2
> O=C(NCCCN1CCOCC1)c1ccc(CS(=O)(=O)c2ccc(Br)cc2)o1
    1%	-3%	1.3%	4%	3%[57.1 µM]	-2%	0	-15%	-2
> CCN(Cc1ccccc1)C(=O)c1cccc(OC2CCN(C(=O)C3CC3)CC2)c1
    -19%	1%	-2.1%	3%	1%	1%	0	9%	-6
> Cc1nc(Cl)cc(N/N=C/c2ccccc2)n1
    -15%	0%	-0.1%	1%	-7%	0%	-7	-13%	3

Some of the entries above in another layout:
SMILES	USP1 inh	Vif-APOBEC3F blk	RXFP1 agonist	Vif-A3G inh	TrxR1 substrate	Glioma ERSR ind	LDHA inh	mIDH1 inhibitor	PI4K2A block
C=CCn1c(=O)c2ccccc2n2c(SCC(=O)Nc3sc(C(=O)N(CC)CC)c(C)c3C(=O)OCC)nnc12	-12%	-10%	0.1%	-1%	-4%	2%	4	-8%	0
CN(C)CCCCOc1ccccc1F	-6%	-2%	1.1%	2%	11%[57.1 µM]	-5%	-23	3%	-30
